# Screens deposited in PubChem BioAssay by several laboratories.
# TMEM16A inh: mouse TMEM16A channel inhibition, primary screen; HEK293 TMEM16A/YFP iodide influx fluorescence, ionomycin; AID 588511; hit rate 1.2% among 310,000; normalized B-score (activity score, 25-100; higher = stronger inhibition) at 10 µM; Q8BHY3;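 active = ratio plate-corrected score three or more library SD toward inhibition, starting fluorescence score within five deviations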;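 note: score derived from kinetic fluorescence span divided by baseline fluorescence per well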
# MrgX1 PAM: allosterically activates human MrgX1 receptor signaling; B-score at 10 µM; MrgX1-HEK293, Fluo-4 calcium flux, FDSS; hits give high values; hit rate 0.63% among 310,000;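 active = plate-corrected calcium response at least 3 library SD above typical, normal starting fluorescence, not activating the receptor alone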;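 note: compound read alongside a low EC10 to EC30 dose of BAM8-22 agonist; peak minus trough fluorescence over baseline measured at the second addition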
# Target sequence (Q96LB2 whole entry, looked up): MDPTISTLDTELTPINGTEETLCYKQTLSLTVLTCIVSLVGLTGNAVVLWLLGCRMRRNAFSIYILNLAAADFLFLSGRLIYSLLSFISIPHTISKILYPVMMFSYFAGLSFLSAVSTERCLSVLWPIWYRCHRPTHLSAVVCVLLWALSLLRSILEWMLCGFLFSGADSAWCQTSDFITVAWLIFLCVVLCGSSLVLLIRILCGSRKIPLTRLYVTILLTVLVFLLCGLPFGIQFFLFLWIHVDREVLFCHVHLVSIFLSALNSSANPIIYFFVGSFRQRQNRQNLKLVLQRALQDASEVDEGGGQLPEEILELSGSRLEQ
# SKKanGAS inh: inhibitors of SKKanGAS S. pyogenes growth in kanamycin (SK-promoter or general growth effect). BacTiter-Glo, 6 h. inhibition, % at 7.5 µM. hit rate 1.3% among 300,000. AID 1662;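 active = mean replicate score, as percent of positive control median, at least 50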;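 note: strain carries kanamycin resistance gene driven by streptokinase promoter and grows in 40 µg/ml kanamycin; loss of luminescence reflects streptokinase promoter inhibition or plain growth inhibition; 0% = median of DMSO wells and 100% = positive control at its reference dose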
# TRPC4 potent: allosteric potentiators of mouse TRPC4 channel; Q9QUQ5; B-score at 10 µM; HEK293 TRPC4beta/mu-opioid, DAMGO EC20, Fluo-4 Ca2+ flux; hits give high values; hit rate 0.42% among 310,000;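 active = B-score of calcium response area above 5 SD of library B-scores, with initial fluorescence ratio within 5 SD of library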;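 note: B-score of integrated fluorescence ratio over time as area under calcium response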
# ANO1 activ: activators or potentiators of mouse TMEM16A chloride channel; HEK293 TMEM16A/YFP-H148Q/I152L, iodide quench fluorescence; hits give low values; B-score at 10 µM; hit rate 0.3% among 340,000; AID 623877;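 active = fluorescence-ratio B-score plate-corrected deviation score at least 3 library SD below zero, with starting fluorescence score within 5 deviations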;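 note: channel opened by trigger with iodide after compound preincubation; score built on the fluorescence ratio of max minus min over baseline; more negative score means more quench and so TMEM16A activation or potentiation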
# TRPC4 block: TRPC4 (mouse) channel inhibition; Q9QUQ5; B-score at 10 µM; HEK293 TRPC4beta/mu-opioid, DAMGO-evoked Fluo4 calcium flux; hits give low values; hit rate 0.39% among 300,000;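 active = B-score over 3 SD under the library average, no early fluorescence shift, positive overall ratio signal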
#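 Test system – stable TRPC4beta/mu-opioid receptor HEK293 cells · Probe or stimulus – DAMGO, a submaximal dose followed by a maximal one · Dosing – one concentration per compound · Signal – Fluo4 calcium fluorescence by kinetic imaging, 5 s 1 Hz baseline · Evaluation – per-well B score of integrated baseline-normalized Fluo4 ratio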
# MrgX1 antag: antagonists of human MrgX1 receptor; hit rate 1.3% among 310,000; MRGX1-HEK293 calcium flux, Fluo-4, BAM8-22 antagonism; hits give low values; B-score at 10 µM; Q96LB2;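 active = calcium-response B-score plate-corrected more than 3 library SD below zero, starting fluorescence within 5 deviations, no agonist response on first addition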;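 note: peak minus trough fluorescence over baseline after final BAM8-22 challenge near maximal dose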
# TRPC6 inhibitor: inhibitors of mouse TRPC6 channel; Q61143; HEK293-TRPC6, membrane potential dye, ACh-evoked depolarization; hits give low values; B-score at 10 µM; hit rate 1.1% among 310,000; AID 2553;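 active = B-score under library mean minus 3 SD, initial fluorescence not abnormally high, positive integrated signal ratio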;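 note: B-score derived from integrated fluorescence ratio over the kinetic read; more negative B-score means stronger inhibition of depolarization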
# TRPC6 act: activators of mouse TRPC6 channel | Q61143 | HEK293-TRPC6 membrane potential dye fluorescence; hits give high values | B-score at 10 µM | hit rate 0.13% among 310,000;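 active = B-score of the integrated fluorescence ratio above library mean plus 3 SD, and starting fluorescence ratio within library mean plus 5 SD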;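 note: higher score means more depolarization so channel activation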
# MrgX1 ag: activates human MrgX1 receptor signaling; Q96LB2; MrgX1-HEK293 cells, Fluo-4 calcium fluorescence, agonist mode; hits give high values; B-score at 10 µM; hit rate 0.44% among 310,000; AID 588627;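 active = calcium response B-score plate-corrected fluorescence ratio at least 3 library SD, with starting fluorescence B-score inside 5 SD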
#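 Material – MrgX1-expressing HEK293 cells · Input – 15,000 cells seeded per well · Dosing – compound as first of three additions · Times – overnight seeding, then 1 h dark dye loading · Measured by – kinetic Fluo-4 NW fluorescence of intracellular calcium · Read-out – B-scored fluorescence response ratio · Benchmarks – positive and negative control wells on each plate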
# TRPC4 agonist: opens the mouse TRPC4 cation channel; Q9QUQ5; HEK293 TRPC4beta/mu-opioid, Fluo4 calcium fluorescence; hits give high values; B-score at 10 µM; hit rate 0.49% among 310,000; AID 2237;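 active = B-score above 5 SD of library B-scores, and initial fluorescence ratio not above library mean plus 5 SD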;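 note: positive B-score marks a calcium rise read as TRPC4 activation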
#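 System – HEK293 cells stably co-expressing mouse TRPC4beta and mu-opioid receptor · Signal – Fluo4 calcium-sensitive dye fluorescence, kinetic, 1 Hz baseline · Benchmarks – buffer (low) and maximal DAMGO (high) · Read-out – B score of integrated fluorescence ratio per well · Incubation – dye loading 45 min room temperature, 110 s kinetic read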
# * = called active by the depositor; i = inactive; · = no result given.
# Value order: TMEM16A inh, MrgX1 PAM, SKKanGAS inh, TRPC4 potent, ANO1 activ, TRPC4 block, MrgX1 antag, TRPC6 inhibitor, TRPC6 act, MrgX1 ag, TRPC4 agonist
- Cc1c(NC(=S)NC(C)(C)C)c(=O)n(-c2ccccc2)n1C
→ i, i, -1, i, i, i, i, i, i, i, i
- Cc1n[nH]c(C)c1S(=O)(=O)N1CCC(C(=O)Nc2cccc(F)c2)CC1
→ i, i, -6, i, i, i, i, i, i, i, i
- COc1ccc(CNC(=O)COC(=O)/C=C/c2cccs2)cc1
→ i, i, 6, i, i, i, i, i, i, i, i
- N#C/C(=C\c1ccccc1)C(=O)Nc1cccnc1
→ i, i, 39, i, i, i, i, i, i, i, i
- C[C@H]1CC[C@]2(O[C@H](CCO)C[C@@H](O)[C@@H]2O)O1
→ i, i, -1, i, i, i, i, i, i, i, i
- O=c1[nH][nH]c(=O)c2cc(N3CCCC3)ccc12
→ i, i, 5, i, i, i, i, i, i, i, i
- Cn1nc(C(=O)Nc2ccccc2N2CCCC2)c2ccccc2c1=O
→ i, 12*, -7, i, i, i, i, i, i, i, i
- CCOC(=O)C1CCN(C(=O)CCS(=O)(=O)c2ccc3c(c2)CCN3C(=O)CC)CC1
→ i, i, -4, i, i, i, i, i, i, i, i
- c1ccc(-c2nnc(CSc3nncs3)o2)cc1
→ i, i, -2, i, i, i, i, i, i, i, i
- CCOc1ccc(NC(=O)CN(c2cccc(C(F)(F)F)c2)S(C)(=O)=O)cc1
→ i, i, -9, i, i, i, i, i, i, i, i
- O=C(CSc1ccccc1)N1CCCC(N2CCN(c3ccc(F)cc3)CC2)C1 (stereo unspecified)
→ i, i, 5, i, i, i, i, i, i, i, i
- O=C(Nc1ccc2c(c1)OCO2)C1CCN(Cc2cnn(-c3ccccc3)c2-n2cccc2)CC1
→ 100*, i, -1, i, i, i, i, i, i, i, i
- Cc1cccc(NC(=O)c2ccc(COc3ccc4ccccc4c3)o2)n1
→ i, i, 25, i, i, i, i, i, i, i, i
- O=C(Nc1ccc2c(c1)OCO2)c1ccc[n+]([O-])c1
→ i, i, 5, i, i, i, i, i, i, i, i
- COC(=O)C1=CN(c2ccc(F)c(F)c2)C=C(C(=O)OC)C1c1ccc([N+](=O)[O-])cc1
→ i, i, 24, i, i, i, i, i, i, i, i
- O=C(NCc1ccccn1)C(=O)NCC1OCCN1S(=O)(=O)c1ccc(Br)cc1 (stereo unspecified)
→ i, i, 0, i, i, i, i, i, i, i, i
- CCCOc1ccc(S(=O)(=O)n2cc(Br)c(=O)[nH]c2=O)cc1
→ i, i, 7, i, i, i, i, i, i, i, i
- CCC1=C/C(=C/N(C)c2ccccc2)C(=O)S1
→ i, i, 2, i, i, i, i, i, i, i, i
- COc1ccc(S(=O)(=O)N2CCc3ccccc32)cc1NC(C)=O
→ i, i, 0, i, i, i, i, i, i, i, i
- CC1=CC(C2CC(=O)N(c3ccccc3C)C2=O)CC2C(=O)N(c3ccccc3C)C(=O)C12 (stereo unspecified)
→ i, i, -11, i, i, i, i, i, i, i, i
- C=CCNC(=S)Nc1ccc(C(N)=O)cc1
→ i, i, -3, i, i, i, i, i, i, i, i
- Cc1ccc(C(=O)NCC(=O)NCCCc2ccccc2)s1
→ i, i, -2, i, i, i, i, i, i, i, i
- O=C(Sc1cccc2cccnc12)c1ccccc1Br
→ i, i, 67*, i, i, i, i, i, i, i, i
- CCCCOCCCNC(=O)CC(C)c1ccccc1 (stereo unspecified)
→ i, i, -2, i, i, i, i, i, i, i, i
- O=C(c1c[nH]c2ccccc12)N1CCN(c2ccccc2)CC1
→ i, i, -18, i, i, i, i, i, i, i, i
- Cc1cc(C)nc(SC(C)C(=O)Nc2ccc(S(N)(=O)=O)cc2)n1 (stereo unspecified)
→ i, i, 4, i, i, i, i, i, i, i, i
- COc1ccccc1NC(=O)N1CCCC1C(=O)NCCc1ccccc1 (stereo unspecified)
→ i, i, -2, i, i, i, i, i, i, i, i
- Cc1nc(C)c(NC(=O)N2CCc3ccccc32)cc1NC(=O)N1CCc2ccccc21
→ i, i, -4, i, i, i, i, i, i, i, i
- CC(C)(C)c1ccc(C(=O)Nc2cccnc2)cc1
→ i, i, -1, i, i, i, i, i, i, i, i
- CCOc1ccc(NC(=S)c2ccncc2)cc1
→ i, i, -2, i, i, i, i, i, i, i, i
- CN(C)/C=C(/C(=O)c1ccc(Cl)cc1)S(C)(=O)=O
→ i, i, -16, i, i, i, i, i, i, i, i
- COc1cccc(C2NC(=S)NC3=C2CCc2ccccc23)c1 (stereo unspecified)
→ i, i, 9, i, i, i, i, i, i, i, i
- CC1(C)CC(=O)C=C(Nc2ccc([N+](=O)[O-])cc2)C1
→ i, i, -3, i, i, i, i, i, i, i, i
- O=C(NC(=S)Nc1ccc(N2CCCCC2)c(Cl)c1)c1cccs1
→ i, i, 42, i, i, i, i, i, i, i, i
- O=C(CCSc1nnc(-c2ccco2)o1)N1CCOCC1
→ i, i, 0, i, i, i, i, i, i, i, i
- O=C(Nc1nc2c(s1)CCCC2)c1cc(-c2ccncc2)nc2ccccc12
→ i, i, 7, i, i, i, i, i, i, i, i
- CN(CC(=O)Nc1ccccc1Cl)CC(=O)Nc1c(F)cccc1F
→ i, i, 1, i, i, i, i, i, i, i, i
- CCC(C)(C)c1nnc(NC(=O)CCC2CCCCC2)s1
→ i, i, 3, i, i, i, i, i, i, i, i
- Cc1cccc(NC(=O)CN2CCC(NC(=O)C3CCCCC3)CC2)c1C
→ i, i, -3, i, i, i, i, i, i, i, i
- COCC(=O)Nc1nc(-c2ccc(C)cc2)c(C)s1
→ i, i, 0, i, i, i, i, i, i, i, i
- CCCCN(Cc1cc2cc(C)ccc2[nH]c1=O)C(=O)c1ccccn1
→ i, i, -6, i, i, i, i, i, i, i, i
- Cc1ccc(N2CCN(C(=O)c3ccccc3NC(=O)C3CCCCC3C(=O)O)CC2)cc1 (stereo unspecified)
→ i, i, -5, i, i, i, i, i, i, i, i
- CC(=O)Nc1ccc(S(=O)(=O)Nc2ccc3ccccc3n2)cc1
→ i, i, -3, i, i, i, i, i, i, i, i
- O=C(c1ccc(S(=O)(=O)NCC2CCCO2)cc1)N1CCN(c2ccccc2)CC1 (stereo unspecified)
→ i, i, 4, i, i, i, i, i, i, i, i
- OC1CCN(Cc2ccc3ccccc3c2)CC1
→ i, i, -7, i, i, i, i, i, i, i, i
- CCOC(=O)c1sc2nc3n(c(=O)c2c1C)CCCCC3
→ i, i, 2, i, ·, i, i, i, i, i, i
- CCc1ccc(NC(=O)C2=CC(c3ccc(OC)c(OC)c3)=NS(=O)(=O)N2C)cc1
→ i, i, 16, i, i, i, i, -5.7*, i, i, i
- CCOC(=O)N1CCC(N2CC34C=CC(O3)C(C(=O)Nc3ccc(C)cc3)C4C2=O)CC1 (stereo unspecified)
→ i, i, -4, i, i, i, i, i, i, i, i
- COc1cc(Br)cc(/C=C/c2ccc3cccc(O)c3n2)c1O
→ i, i, 101*, i, i, i, i, i, i, i, i
- Cc1csc(NC(=O)c2ccc[nH]c2=O)n1
→ i, i, 0, i, i, i, i, i, i, i, i
- O=C(NCCc1cccs1)c1cccs1
→ i, i, 2, i, i, i, i, i, i, i, i
- COc1ccc(N2CCN(C(=O)c3ccc4c(c3)NC(=O)C(CSCc3ccc(C)cc3)N4)CC2)cc1 (stereo unspecified)
→ i, i, 4, i, ·, i, i, i, i, i, i
- CCN(C(=O)COC(=O)Cc1c[nH]c2ccccc12)C1CCS(=O)(=O)C1 (stereo unspecified)
→ i, i, -2, i, i, i, i, i, i, i, i
- Cc1nc(CSc2nnc3scc(-c4ccc(Cl)cc4)n23)cs1
→ i, i, ·, i, i, i, i, i, i, i, i
- C=CCNc1nc(C(=O)OCC(=O)Nc2ccc(S(N)(=O)=O)cc2)cs1
→ i, i, -6, i, i, i, i, i, i, i, i
- COc1cc(O)c(C(CCN2CCCCC2)c2ccc(N(C)C)cc2)c(OC)c1 (stereo unspecified)
→ i, i, 0, i, i, i, i, i, i, i, i
- CCCc1cc(=O)oc2c(C)c(O[C@@H]3O[C@H](CO)[C@@H](O)[C@H](O)[C@H]3O)ccc12
→ i, i, 1, i, i, i, i, i, i, i, i
- O=C(NCCCCc1ccccc1)c1ccccc1Cl
→ i, i, 0, i, i, i, i, i, i, i, i
- Cn1c(-c2ccccc2)c(CCO)c2ccccc21
→ i, i, 2, i, i, i, i, i, i, 43*, i
- O=C(Cc1ccccc1)NCC(=O)OCc1cccc([N+](=O)[O-])c1
→ i, i, -3, i, i, i, i, i, i, i, i

# Later entries:
# Value order: TMEM16A inh, MrgX1 PAM, SKKanGAS inh, TRPC4 potent, ANO1 activ, TRPC4 block, MrgX1 antag, TRPC6 inhibitor, TRPC6 act, MrgX1 ag, TRPC4 agonist
- O=C(Nc1ccc(Cl)cc1)Nc1ccccn1
→ i, i, -8, i, i, i, i, i, i, i, i
- C1CCc2nc3c(nc2C1)CCCC3
→ i, i, 0, i, i, i, i, i, i, i, i
- Cc1cc(=O)oc2cc(OS(C)(=O)=O)ccc12
→ i, i, -21, i, i, i, i, i, i, i, i
- CCc1ccc(CNC(=O)C(=O)NCCc2ccc(OC)c(OC)c2)cc1
→ i, i, 8, i, i, i, i, i, i, i, i
- O=C(COC(=O)C1=COCCO1)Nc1ccc(Oc2ccccc2)cc1
→ i, i, -15, i, i, i, i, i, i, i, i
- COc1ccc(N(CC(=O)NC2CC3CCC2C3)S(=O)(=O)c2ccccc2)cc1OC (stereo unspecified)
→ i, i, 1, i, i, i, i, i, i, i, i
- Cc1cc(C(=O)N/N=C/c2ccc(-c3cccc(Cl)c3)o2)n[nH]1
→ i, i, 0, i, i, i, i, i, i, i, i
- COc1ccccc1NS(=O)(=O)c1ccc2c(c1)NC(=O)CC(=O)N2
→ i, i, 1, i, i, i, i, i, i, i, i
- COCCn1c(SCc2ccc(C(=O)OC)o2)nc2cc(Cl)ccc2c1=O
→ i, i, 3, i, i, i, i, i, i, i, i
